MsrA act: activates bovine MsrA enzyme; purified bovine MsrA, absorbance read-out; activation, % at 10.6 µM; 0.3% of 360,000 active; in the data active = activation above about 7.5%;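 note: 0% = vehicle and 100% = reference activator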
PABP1 MLLE inh: inhibitors of microRNA-mediated deadenylation, human PABP1 MLLE binding | GST-MLLE / FITC-PAM2 fluorescence polarization | inhibition, % at 20 µM | 0.36% of 360,000 active | AID 588489; in the data active = inhibition above about 35%, passing the limit was not always enough;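 note: plate controls were DMSO wells with GST-MLLE for no effect and wells lacking GST-MLLE protein for full effect; some results filed as inactive read as strong as hits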
CendR NRP1 mod: modulators of CendR peptide binding to human neuropilin-1; O14786; FAM-RPARPAR peptide binding to NRP-1, fluorescence polarization; inhibition, % at 25 µM; 0.85% of 360,000 active; AID 602438;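 active = inhibition or corrected inhibition above about 18%, plus a signal ratio from 0.5 to 1.5, limit read from the data, passing the limit was not always enough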; note: strong numbers were not always called active
FAS-TE inh: FAS thioesterase (human) inhibition. inhibition, % at 15 µM. recombinant FAS-TE, OMFH fluorogenic substrate, fluorescence endpoint. 0.67% of 360,000 active;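 active = compounds whose normalised, plate-corrected inhibition of enzyme fluorescence in the single-dose primary screen is 50% or more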;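 note: 0% = DMSO with enzyme and 100% = substrate without enzyme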
Tb MetRS inh: blocks T. brucei methionyl-tRNA synthetase activity; inhibition, % at 11.9 µM; 0.4% of 360,000 active; purified T. brucei MetRS, ATP depletion, Kinase-Glo luminescence;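 active = inhibition above a per-plate cutoff of the control wells' mean inhibition plus 3 SD, cut at about 5.5% in these data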;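 note: 0% = DMSO wells median and 100% = median of wells with control inhibitor compound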
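Measured by: Kinase-Glo luciferase luminescence reporting remaining unconsumed ATP. Material: purified T. brucei MetRS enzyme. Doses: 11.9 µM compound single dose, 0.9% DMSO. Medium: HEPES buffer containing pyrophosphatase, BSA, spermine, DTT. Times: 15 min preincubation, 2 h reaction, all 25 °C. Reagent: methionine, ATP and bulk E. coli tRNA.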
SKN-1 block: blocks SKN-1 activity in C. elegans; C. elegans VP596 Pgst-4::GFP/RFP ratio, acrylamide-induced, 24 h; inhibition, % at 21.8 µM; 0.49% of 360,000 active; AID 624304;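 active = interference check ratio from 0.5 to 1.5 plus GFP to RFP signal ratio inhibition reaching or exceeding a fixed threshold, cut at about 30% in these data, passing the limit was not always enough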; note: some compounds called inactive have numbers as strong as hits
MT1-MMP act inh: blocks activation of human MT1-MMP. P50281. HT1080 RFP-PRO-GFP cells, GFP/RFP ratio fluorescence, overnight; percent of plate control window, DMSO zero. GFP/RFP ratio change, % at 20 µM. 0.061% of 360,000 active. AID 651647;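 active = GFP/RFP ratio change of at least 30% with cell ATP level not reduced by more than half and red fluorescence within 50% of control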; note: strong numbers were not always called active
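Assay system: HT1080 cells carrying an RFP-PRO-GFP reporter | Dosing: Single dose of 20 µM compound, 1% DMSO final | Incubation: Cells overnight before dosing, compound overnight, 37 °C, 5% CO2 | Evaluation: GFP/RFP fluorescence ratio | Control set: DMSO and RFP-L50D-GFP cell wells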
eLon inh: E. coli protease La inhibition | P0A9M0 | purified E. coli Lon protease, fluorescence polarization | inhibition, % at 7.94 µM | 0.42% of 360,000 active; in the data active = inhibition above about 13%, passing the limit was not always enough;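 note: 0% = enzyme with probe and DMSO and 100% = no enzyme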
Target sequence (P0A9M0 whole entry, looked up): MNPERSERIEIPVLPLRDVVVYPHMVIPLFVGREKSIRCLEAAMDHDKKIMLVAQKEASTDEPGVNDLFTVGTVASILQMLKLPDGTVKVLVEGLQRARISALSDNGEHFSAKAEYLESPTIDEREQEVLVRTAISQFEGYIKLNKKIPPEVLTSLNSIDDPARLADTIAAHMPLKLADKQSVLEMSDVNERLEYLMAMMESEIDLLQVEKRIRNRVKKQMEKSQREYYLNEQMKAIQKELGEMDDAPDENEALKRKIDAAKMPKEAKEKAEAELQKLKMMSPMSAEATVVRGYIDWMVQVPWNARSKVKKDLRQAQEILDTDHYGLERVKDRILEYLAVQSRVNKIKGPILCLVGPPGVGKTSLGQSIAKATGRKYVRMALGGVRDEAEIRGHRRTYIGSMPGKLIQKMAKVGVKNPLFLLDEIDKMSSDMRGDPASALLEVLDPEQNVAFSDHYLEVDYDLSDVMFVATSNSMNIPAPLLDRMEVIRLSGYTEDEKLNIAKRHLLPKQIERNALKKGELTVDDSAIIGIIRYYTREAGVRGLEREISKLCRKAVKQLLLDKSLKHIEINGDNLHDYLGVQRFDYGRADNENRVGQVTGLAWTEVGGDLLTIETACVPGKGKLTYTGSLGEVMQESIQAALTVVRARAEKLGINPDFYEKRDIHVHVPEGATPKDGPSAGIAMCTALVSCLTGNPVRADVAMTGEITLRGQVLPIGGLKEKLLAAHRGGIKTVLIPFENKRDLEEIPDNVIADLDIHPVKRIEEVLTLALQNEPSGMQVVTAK
MsrA inhibitor: inhibitors of bovine MsrA. purified bovine MsrA, absorbance read-out. inhibition, % at 15.5 µM. 0.75% of 360,000 active; in the data active = inhibition above about 4.5%;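 note: 0% = vehicle wells with enzyme and 100% = reference inhibitor wells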
Active calls of the source: *; / = no result given; & = joins results of further samples; ! = a repeat was not active.

Under each structure – MsrA act, PABP1 MLLE inh, CendR NRP1 mod, FAS-TE inh, Tb MetRS inh, SKN-1 block, MT1-MMP act inh, eLon inh, MsrA inhibitor
> CN(C)N1C(=O)C2C3C=CC(O3)C2C1=O (stereo not drawn)
    -2, 13, 2, -14, -0.4, 1, 0, 8, -0.5
> Cc1ccc2c(c1)N(CCCC(=O)NCCCN1CCCCC1)C(=O)CO2
    -2, -6, -7, -9, 0.0, 10, 2, -3, -0.5
> O=C(Nc1nc2cc3c(cc2s1)OCCO3)c1ccc([N+](=O)[O-])o1
    0, 24, 11, 42, -0.6, -8, 7, -2, 1.4
> O=C(Nc1ccccc1C(=O)N1CCCCC1)c1ccc(Cl)cc1Cl
    0, -5, 6, -4, -0.1, 10, -1, -2, -1.6
> Nc1ccc2c(c1)nc(Cc1ccccc1)n2CCO
    -3, 0, 9, -9, -0.3, 3, 1, -12, 1.2
> CCOC(=O)C1CCN(C(=O)Nc2ccc3nc(-c4ccco4)c(-c4ccco4)nc3c2)CC1
    -2, 13, -27, 0, 0.5, -1, -18, 13, /
> COc1ccc(OCC(=O)NCCCCCCNC(=O)COc2ccc(OC)cc2)cc1
    -8, -5, 4, -4, -0.5, 0, 2, 8, 0.9
> O=[N+]([O-])c1ccc(Oc2ccc(OCc3ccccc3)cc2)nc1
    -7, 11, 5, 37, -1.6, 2, 3, 8, 0.8
> COc1cc2c[n+](C)c3c4ccccc4ccc3c2cc1OC
    -7, -4, 15, -2, -0.3, 7, 9, 2, 1.0
> O=C(CCCCCn1nnc2ccccc2c1=O)Nc1ccccc1F
    -1, -10, -8, -4, 0.0, 11, -2, 0, -0.1
> CC(C(=O)NC(=O)NCc1ccccc1)N1C(=O)c2ccccc2C1=O (stereo not drawn)
    -8, -5, 3, -3, -0.8, 14, 3, -13, -0.8
> Cc1ccc(C(=O)CN2C(=O)c3ccccc3S2(=O)=O)cc1
    -1, 10, -3, -3, -0.2, -5, -2, 0, -0.5
> Cc1ccsc1C(=O)NNC(=O)C1C2C=CC(C2)C1C(=O)O (stereo not drawn)
    -4, -1, -2, -7, -0.2, -5, 2, -3, -0.2
> Cc1[nH]c(=O)nc(SCc2ccc(Cl)c(Cl)c2)c1C#N
    -3, -3, -10, -10, -0.4, 0, -5, 5, 0.9
> O=[N+]([O-])c1ccc(CSc2nnc(-c3cccnc3)o2)cc1
    -6, 11, 0, 8, 0.5, 7, -4, -7, -0.3
> CC(C)C(N)c1csc(Nc2cc(Oc3ccccc3)ncn2)n1 (stereo not drawn)
    0, 14, -14, -4, -0.2, 3, -13, -9, 0.6
> COc1ccc(COC(=O)NC2CCN(S(=O)(=O)c3ccc(OC)cc3)CC2)cc1
    -4, -5, 17, 10, -0.3, -2, -9, -5, 0.6
> COc1cc2c(cc1OC)C(c1ccc(Br)cc1)CC(=O)N2 (stereo not drawn)
    0, 3, 4, 1, -1.0, 6, 1, -5, -1.4
> O=C(CCC(=O)N1CCSc2ccccc21)NC1CCCCC1
    0, -2, -10, 4, -1.9, -7, 4, 6, -0.3
> Cc1ccc(S(=O)(=O)N(CC(=O)NCc2ccncc2)Cc2ccc(F)cc2)cc1
    -1, 9, -4, 2, -0.1, 5, -4, -12, -0.3
> COc1cccc(OC)c1C(=O)NC(=S)Nc1cc(-c2nc3ccccc3[nH]2)ccc1Cl
    -2, 16, -4, 30, -0.2, 6, 9, 1, 0.3
> O=C(CCc1nc2ccccc2c(=O)[nH]1)Nc1nnc(SCc2ccc(Cl)cc2)s1
    -3, -27, -46, -4, -0.4, 15, -4, -12, 1.5
> Cc1c(Cl)c([N+](=O)[O-])nn1CC(=O)NC(C)c1ccccc1 (stereo not drawn)
    -3, 4, -1, 20, -2.1, 6, 3, 6, -0.4
> CC(NS(=O)(=O)c1ccc(Br)s1)c1ccccc1 (stereo not drawn)
    -4, -3, -5, 4, -0.8, -30, -3, 0, -1.4
> CCOc1ccc(S(=O)(=O)NCCC(=O)OCC(=O)NC(=O)c2cccn2C)cc1
    -2, -6, -3, -1, -0.1, 15, 0, 2, -0.4
> COc1cccc(CNc2nc3cc(-c4cccc(OC)c4)sc3c(=O)n2C)c1
    -5, -3, -13, 13, -0.3, 5, 2, -7, 0.0
> COCc1[nH]nc2c1C(c1ccc(F)cc1F)C(C#N)=C(N)O2 (stereo not drawn)
    -9, 9, -9, -6, -1.0, 7, 2, 0, 0.6
> O=C(NCc1cccs1)c1cccc(S(=O)(=O)N2CCCCC2)c1
    0, -3, 6, -1, -1.1, 0, 6, -10, 1.4
> CN1C(=O)C(N=Nc2ccc([N+](=O)[O-])cc2)SC1=S (stereo not drawn)
    1, 7, -12, 0, -0.2, 96*, 0, -12, 0.0
> O=C(Cn1nnc2ccccc21)Nc1ccc([N+](=O)[O-])cc1
    -2, -19, -2, 7, 0.7, -4, 2, 5, 3.0
> COc1ccc(OCC(=O)NCCNC(=O)c2cccnc2)cc1
    -1, 13, 8, -3, -0.5, -8, 0, -9, 0.7
> CCOc1ccc(NC(=O)CCCN2C(=O)C(c3ccccc3)Oc3cccnc32)cc1 (stereo not drawn)
    -1, -4, 11, 8, -0.7, 25, 1, 4, 1.2
> CC(=O)c1ccccc1NCC(=O)Nc1ccc(C)cc1
    -3, -15, -6, 3, 0.0, 10, 4, 2, -0.1
> CCOC(=O)C(C(=O)NCc1ccc(C)cc1)c1ncc(C(F)(F)F)cc1Cl (stereo not drawn)
    0, 0, -2, 39, -1.4, -1, -3, -13, 1.0
> CCCCOc1ccc(NC(=O)C(=O)NCCC2=CCCCC2)cc1
    -2, 3, 0, -3, -0.2, 23, -2, 3, -0.1
> O=S(=O)(c1ccc(-c2csc(Nc3ccc(Br)cc3)n2)cc1)N1CCCC1
    -3, -11, -9, 32, 0.2, 15, -1, -15, 1.4
> CC(Sc1nc(N)cc(=O)[nH]1)C(=O)Nc1nc2c(s1)CCCC2 (stereo not drawn)
    -1, 5, 5, -2, -0.3, 19, 3, -5, -0.4
> COc1cccc(NC(=O)c2ccccc2OCc2c(C)noc2C)c1
    -1, 0, -2, 5, -0.4, 3, -8, -11, 1.1
> Cc1ccc2cc(C)c(SCC(=O)NCc3ccco3)nc2c1
    -4, 3, 3, 13, 0.7, -12, -2, -8, 1.9
> COC(=O)[C@]12CCCCC=C1N(Cc1ccc(Cl)cc1Cl)C(=O)[C@H](CC(=O)N1CCCCC1)C2
    -2, /, 2, 17, 0.2, 3, -17, 4, -1.5
> CCc1ccc(NC(=O)CSc2nc(CSc3ccc(C)cc3)cc(=O)[nH]2)cc1
    -10, 3, 3, 3, -1.1, 7, -1, 5, 0.3
> O=C1Cc2cc(S(=O)(=O)N3CCCCC3)ccc2N1
    -1, 6, 0, -6, -0.3, -8, -1, 2, 0.2
> O=C(Nc1cccc(C(F)(F)F)c1)c1ccc(N2CCNCC2)c([N+](=O)[O-])c1
    -1, -1, 4, -5, 0.5, 1, 4, -4, 0.4
> CCCCOc1ccc(C(=O)NCC(=O)NNC(=O)C2COc3ccccc3O2)cc1 (stereo not drawn)
    -2, 5, 3, -17, -0.4, -17, 2, -8, 0.5
> Cc1cccc(C)c1N(CC(O)Cn1c2ccccc2c2ccccc21)S(C)(=O)=O (stereo not drawn)
    -1, -9, 8, 27, -0.6, 8, -13, -10, -0.6
> CN(C)CCOC(c1ccc(Cl)cc1)c1ccccn1 (stereo not drawn)
    -2&-1, 0&7, 21*!, 2&0, -0.4&-0.1, 3&3, -3&-2, -13&5, 2.1&-0.3

A second format for some results above.
SMILES	MsrA act	PABP1 MLLE inh	CendR NRP1 mod	FAS-TE inh	Tb MetRS inh	SKN-1 block	MT1-MMP act inh	eLon inh	MsrA inhibitor
COc1ccc(OCC(=O)NCCNC(=O)c2cccnc2)cc1	-1	13	8	-3	-0.5	-8	0	-9	0.7
O=C(Nc1ccccc1C(=O)N1CCCCC1)c1ccc(Cl)cc1Cl	0	-5	6	-4	-0.1	10	-1	-2	-1.6

At a glance, four of the compounds above:
Under each structure – MsrA act, PABP1 MLLE inh, CendR NRP1 mod, FAS-TE inh, Tb MetRS inh, SKN-1 block, MT1-MMP act inh, eLon inh, MsrA inhibitor
> CN(C)N1C(=O)C2C3C=CC(O3)C2C1=O (stereo not drawn)
    -2, 13, 2, -14, -0.4, 1, 0, 8, -0.5
> Cc1ccc2c(c1)N(CCCC(=O)NCCCN1CCCCC1)C(=O)CO2
    -2, -6, -7, -9, 0.0, 10, 2, -3, -0.5
> O=C(Nc1nc2cc3c(cc2s1)OCCO3)c1ccc([N+](=O)[O-])o1
    0, 24, 11, 42, -0.6, -8, 7, -2, 1.4
> O=C(Nc1ccccc1C(=O)N1CCCCC1)c1ccc(Cl)cc1Cl
    0, -5, 6, -4, -0.1, 10, -1, -2, -1.6
